Assay outcomes: PubChem BioAssay, several laboratories
FXIa inh 1536: inhibitors of human coagulation factor XIa. P03951. 220,000 tested, 0.14% active. AID 798. inhibition, % at 5 µM. purified FXIa, Boc-Glu-Ala-Arg-AMC fluorogenic substrate;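 active means inhibition of at least 40%; inactive means inhibition below 40%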;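 further: fluorescence of freed AMC excited at 355 nm; 0% = enzyme without compound and 100% = no enzyme blank; many of its hits are not listed in these tables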
Wee1 stabilizer: human Wee1 degradation inhibition, primary screen | 220,000 tested, 1.2% active | reporter increase, % at 5 µM | HeLa Luc-Wee1K328M stability, luciferase luminescence; 100% = proteasome inhibitor MG132 effect;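 active means activation above the mean of all tested compounds plus 3 SD, set per screening run, cut at about 8.8% in these data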;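 further: cells exposed to compound for 20 h before luminescence read; 0% = DMSO alone and 100% = MG132 at 30 µM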
14-3-3 Bad inh: disrupts binding of bovine 14-3-3 zeta to phospho-Bad peptide. AID 781. 220,000 tested, 0.71% active. inhibition, % at 21.7 µM. P63103. TR-FRET 14-3-3zeta/Dy647-pBad peptide displacement, 1 h;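 active means inhibition above about 70%, limit read from the data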;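 further: 0% = full 14-3-3 plus peptide FRET controls and 100% = background without 14-3-3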
Thrombin inh: thrombin (human) inhibition. P00734. alpha-thrombin, Boc-VPR-AMC fluorogenic substrate cleavage. inhibition, % at 5 µM. 220,000 tested, 0.26% active;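 active means inhibition at or above 40%; inactive means inhibition below 40%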;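 further: 0% = enzyme with no compound and 100% = wells without enzyme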
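Material: human alpha-thrombin protein; Also added: Boc-VPR-AMC substrate, 15 µM final; Timing: enzyme reaction carried out at room temperature; Signal: fluorescence, ex 355 nm, em 460 nm; Measure: % inhibition of thrombin; Controls: enzyme without compound as high, wells lacking enzyme as low.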
hK5 inh: inhibitors of human kallikrein 5 | 210,000 tested, 0.59% active | Q9Y337 | inhibition, % at 5 µM | recombinant hK5, fluorogenic AMC substrate cleavage;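 active means inhibition of 40% or more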;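 further: 0% = enzyme controls without compound and 100% = no-enzyme blanks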
Target sequence (Q9Y337 67-293 limits assumed): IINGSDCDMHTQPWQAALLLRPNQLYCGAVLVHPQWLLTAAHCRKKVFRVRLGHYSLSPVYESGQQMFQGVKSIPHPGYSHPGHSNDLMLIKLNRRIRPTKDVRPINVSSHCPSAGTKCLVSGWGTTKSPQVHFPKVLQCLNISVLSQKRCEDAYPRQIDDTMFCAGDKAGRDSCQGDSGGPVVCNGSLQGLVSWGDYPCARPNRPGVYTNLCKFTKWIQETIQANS
Runt-SMMHC FRET: Runt domain-CBFb-SMMHC interaction inhibition | Cerulean-Runt/Venus-CBFb-SMMHC FRET ratio 530/480, 1 h | inhibition, % at 20 µM | 220,000 tested, 0.74% active | AID 1434;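 active means mean inhibition across duplicate retests at 20 µM reaching about 50%, limit read from the data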;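 further: 0% = DMSO wells and 100% = wells with excess untagged CBFb-SMMHC; inhibitors lower the FRET ratio by blocking Runt binding to CBFb-SMMHC; some results filed as inactive read as strong as hits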
Runt-CBFb FRET: Runt domain-CBFb interaction inhibition | Q01196+Q13951 | inhibition, % at 20 µM | Cerulean-Runt/Venus-CBFb FRET ratio 530/480, 1 h | AID 1496 | 220,000 tested, 0.46% active;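 active means inhibition over about 50% at 20 µM in the single-dose screen, limit read from the data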;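 further: 0% = DMSO wells and 100% = excess unlabeled CBFb competitor control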
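Doses: 20 µM compound in 1% DMSO | Material: Cerulean-labeled Runt domain protein | Amount: Each fluorescent fusion protein 100 nM | Schedule: Two 1 h room-temperature incubations shielded from light | Measured by: FRET fluorescence | Evaluation: Loss of energy transfer signal | Controls: Unlabeled CBFb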
Hck Nef HTS: inhibitors of human Hck kinase activated by Nef; Recombinant Hck-YEEI plus Nef, Z-Lyte FRET kinase assay; inhibition, % at 20 µM; 220,000 tested, 0.68% active; AID 463187;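 active means Hck-Nef kinase inhibition above about 50%, limit read from the data; inactive means inhibition below that limit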;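 further: 0% = DMSO with Hck plus Nef and 100% = Hck alone without Nef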
FXIIa inh: inhibitors of human coagulation factor XIIa; P00748; purified FXIIa, Boc-QGR-AMC fluorogenic substrate, 2 h; inhibition, % at 5 µM; 220,000 tested, 0.3% active; in the data active means inhibition above about 40%;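 further: 0% = enzyme with no compound and 100% = blank without enzyme; many of its hits are not listed in these tables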
Target sequence (P00748 20-372 limits assumed): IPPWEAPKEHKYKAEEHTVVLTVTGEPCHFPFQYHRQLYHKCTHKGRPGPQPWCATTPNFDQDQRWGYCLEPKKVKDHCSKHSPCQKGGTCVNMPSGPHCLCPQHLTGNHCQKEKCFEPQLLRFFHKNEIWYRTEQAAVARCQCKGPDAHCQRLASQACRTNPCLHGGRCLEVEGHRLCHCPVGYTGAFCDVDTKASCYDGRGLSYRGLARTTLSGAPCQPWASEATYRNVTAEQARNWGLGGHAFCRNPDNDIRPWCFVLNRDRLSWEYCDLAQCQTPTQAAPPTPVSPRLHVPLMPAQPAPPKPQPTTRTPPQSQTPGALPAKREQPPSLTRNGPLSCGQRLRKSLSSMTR
Target sequence (P00748 373-615 limits assumed): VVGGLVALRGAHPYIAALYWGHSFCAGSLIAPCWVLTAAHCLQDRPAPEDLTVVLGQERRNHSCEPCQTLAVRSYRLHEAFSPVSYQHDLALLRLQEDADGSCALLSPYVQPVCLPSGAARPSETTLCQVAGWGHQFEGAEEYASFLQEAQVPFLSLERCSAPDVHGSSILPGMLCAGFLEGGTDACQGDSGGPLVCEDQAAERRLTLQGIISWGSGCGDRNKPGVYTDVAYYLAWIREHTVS
* = called active by the depositor; [ ] = another dose, or the depositor's remark. The order is random; 4.2% or so of the library scored in one or more.

For COc1ccc(CCN(Cc2ccc(C(C)C)cc2)S(=O)(=O)c2ccc(S(=O)(=O)N(C)C)cc2)cc1OC the results were FXIa inh 1536 -4, Wee1 stabilizer -2, 14-3-3 Bad inh -6[fluorescence artefact?], Thrombin inh -8, hK5 inh -28, Runt-SMMHC FRET 1, Runt-CBFb FRET -3, Hck Nef HTS 0 and FXIIa inh 5.
O=C(CN(C(=O)CNS(=O)(=O)c1ccccc1)c1ccc2c(c1)OCCO2)NC1CCCCC1 was read as FXIa inh 1536 1, Wee1 stabilizer -2, 14-3-3 Bad inh -2, Thrombin inh 5, hK5 inh -4, Runt-SMMHC FRET -6, Runt-CBFb FRET -2, Hck Nef HTS 1 and FXIIa inh 9.
Screening CN1CCC(NC(=O)c2ccncc2)CC1 returned FXIa inh 1536 0, Wee1 stabilizer -1, 14-3-3 Bad inh 2, Thrombin inh 3, hK5 inh -13, Runt-SMMHC FRET 2, Runt-CBFb FRET 1, Hck Nef HTS -10 and FXIIa inh 5.
`CCCc1nnc(SCC(=O)N2C(C)CCCC2C)n1CC1CCCO1` (stereo not given) gave FXIa inh 1536 -13, Wee1 stabilizer -1, 14-3-3 Bad inh 7, Thrombin inh 39, hK5 inh -25, Runt-SMMHC FRET 0, Runt-CBFb FRET 1, Hck Nef HTS -1 and FXIIa inh -3.
For Nn1c(N2CCCCC2)nc2ccccc21 the results were FXIa inh 1536 -9, Wee1 stabilizer 1, 14-3-3 Bad inh -5, Thrombin inh -7, hK5 inh -1, Runt-SMMHC FRET -3, Runt-CBFb FRET 3, Hck Nef HTS 3 and FXIIa inh -8.
Screening CCOC(=O)CC(NS(=O)(=O)Cc1ccccc1)c1ccc(C)cc1 (stereo not given) returned FXIa inh 1536 6, Wee1 stabilizer 0, 14-3-3 Bad inh -29[fluorescence artefact?], Thrombin inh 2, hK5 inh -18, Runt-SMMHC FRET -1, Runt-CBFb FRET 0, Hck Nef HTS 3 and FXIIa inh 12.
Screening Cc1csc(NC(=O)CSc2ccc3nnc(-c4ccncc4)n3n2)n1 returned FXIa inh 1536 -6, Wee1 stabilizer -4, 14-3-3 Bad inh -5, Thrombin inh -1, hK5 inh -10, Runt-SMMHC FRET -2, Runt-CBFb FRET -1, Hck Nef HTS 0 and FXIIa inh -2.
For COc1nc(C)nc(C)c1Oc1ccc(Cl)cc1Cl the results were FXIa inh 1536 -4, Wee1 stabilizer 2, 14-3-3 Bad inh -2, Thrombin inh -8, hK5 inh -5, Runt-SMMHC FRET -5, Runt-CBFb FRET 1, Hck Nef HTS 3 and FXIIa inh -2.
Screening CCOC(=O)Cn1c(=NC(=O)CSC(C)=O)sc2ccccc21 returned FXIa inh 1536 -1, Wee1 stabilizer 16*, 14-3-3 Bad inh -8, Thrombin inh -1, hK5 inh -8, Runt-SMMHC FRET 2, Runt-CBFb FRET -1, Hck Nef HTS -7 and FXIIa inh -4.
For COC(=O)Nc1ccc(S(=O)(=O)N2CCCc3cccc(O)c32)cc1 the results were FXIa inh 1536 -3, Wee1 stabilizer 1, 14-3-3 Bad inh -10, Thrombin inh -4, hK5 inh 1, Runt-SMMHC FRET -1, Runt-CBFb FRET 0, Hck Nef HTS -7 and FXIIa inh 7.
For COC(=O)c1c(C)cc(C)c2c1CC(C)(C)C2=O the results were FXIa inh 1536 -15, Wee1 stabilizer -1, 14-3-3 Bad inh -4, Thrombin inh -3, hK5 inh 13, Runt-SMMHC FRET 1, Runt-CBFb FRET -1, Hck Nef HTS 4 and FXIIa inh 9.
For Cn1c(CSCc2ccc(Cl)c(Cl)c2)n[nH]c1=S the results were FXIa inh 1536 10, Wee1 stabilizer 2, 14-3-3 Bad inh 3, Thrombin inh -5, hK5 inh -4, Runt-SMMHC FRET 16, Runt-CBFb FRET 9, Hck Nef HTS 1 and FXIIa inh 7.
For CCn1c(-c2ccccc2)c[nH]c1=S the results were FXIa inh 1536 -7, Wee1 stabilizer -1, 14-3-3 Bad inh -5, Thrombin inh -5, hK5 inh -8, Runt-SMMHC FRET 6, Runt-CBFb FRET 9, Hck Nef HTS 1 and FXIIa inh 4.
Screening Cc1ccc(Cn2nnc3c(=O)[nH]c(C4CCN(S(=O)(=O)c5ccccc5)CC4)nc32)cc1 returned FXIa inh 1536 -9, Wee1 stabilizer -2, 14-3-3 Bad inh 4, Thrombin inh -8, hK5 inh 4, Runt-SMMHC FRET -8, Runt-CBFb FRET -8, Hck Nef HTS 2 and FXIIa inh -1.
Screening CC1(C)CC(=O)C=C(NCC2CCCO2)C1 (stereo not given) returned FXIa inh 1536 12, Wee1 stabilizer -3, 14-3-3 Bad inh -5, Thrombin inh -1, hK5 inh -17, Runt-SMMHC FRET -21, Runt-CBFb FRET -2, Hck Nef HTS 2 and FXIIa inh 22.
COc1cccc(/C=N/n2cnc3ccccc32)c1OC was read as FXIa inh 1536 6, Wee1 stabilizer 2, 14-3-3 Bad inh -8, Thrombin inh 4, hK5 inh -4, Runt-SMMHC FRET 2, Runt-CBFb FRET -3, Hck Nef HTS -4 and FXIIa inh 12.
For Cc1ccc(NC(=O)C2C3CC4OC(=O)C2C4C3)cc1Cl (stereo not given) the results were FXIa inh 1536 0, Wee1 stabilizer 2, 14-3-3 Bad inh -1, Thrombin inh -8, hK5 inh -13, Runt-SMMHC FRET -3, Runt-CBFb FRET 0, Hck Nef HTS 10 and FXIIa inh 13.
`Cc1cc(C)n(-c2ccc(S(N)(=O)=O)cc2[N+](=O)[O-])n1` gave FXIa inh 1536 -6, Wee1 stabilizer 3, 14-3-3 Bad inh 2, Thrombin inh -2, hK5 inh -4, Runt-SMMHC FRET 0, Runt-CBFb FRET 1, Hck Nef HTS 15 and FXIIa inh 1.
For ON/C=N/C(=S)Nc1ncc(C(F)(F)F)cc1Cl the results were FXIa inh 1536 -4, Wee1 stabilizer 7, 14-3-3 Bad inh -11, Thrombin inh 5, hK5 inh -22, Runt-SMMHC FRET 5, Runt-CBFb FRET 3, Hck Nef HTS 0 and FXIIa inh -6.
For O=C(O)CCn1c(C(=O)O)cc2sccc21 the results were FXIa inh 1536 6, Wee1 stabilizer -1, 14-3-3 Bad inh -13, Thrombin inh -5, hK5 inh -11, Runt-SMMHC FRET -1, Runt-CBFb FRET 3, Hck Nef HTS 0 and FXIIa inh 18.
`Cc1ccccc1Cn1c(C(=O)OC(C)C)cc2c1ccn2C` gave FXIa inh 1536 -1, Wee1 stabilizer -1, 14-3-3 Bad inh -8[fluorescence artefact?], Thrombin inh 2, hK5 inh -12, Runt-SMMHC FRET -7, Hck Nef HTS 1 and FXIIa inh 17.
CC1CCC2C(=O)N(c3ccc(NC4CCCCC4)c([N+](=O)[O-])c3)C(=O)C2C1 (stereo not given) was read as FXIa inh 1536 4, Wee1 stabilizer 0, 14-3-3 Bad inh -14, Thrombin inh 3, hK5 inh -18, Runt-SMMHC FRET -5, Runt-CBFb FRET -7, Hck Nef HTS 1 and FXIIa inh 10.
For COc1ccc2c(c1)O[C@H](c1ccc3c(c1)OCO3)[C@@H](OC(=O)N[C@H](C)C1CCCCC1)C2=O the results were FXIa inh 1536 -11, Wee1 stabilizer -1, 14-3-3 Bad inh 92*, Thrombin inh -4, hK5 inh -7, Runt-SMMHC FRET 1, Runt-CBFb FRET -2, Hck Nef HTS 5 and FXIIa inh -2.
Screening CC(CCc1ccccc1)NC(=O)c1ccc(Cl)nc1 (stereo not given) returned FXIa inh 1536 -8, Wee1 stabilizer -4, 14-3-3 Bad inh -9, Thrombin inh -2, hK5 inh 0, Runt-SMMHC FRET -2, Runt-CBFb FRET 2, Hck Nef HTS 1 and FXIIa inh -1.
`O=C(Nc1ccc(F)cc1)c1cc(S(=O)(=O)Nc2ccc(F)cc2)cs1` gave FXIa inh 1536 4, Wee1 stabilizer 0, 14-3-3 Bad inh -2, Thrombin inh 2, hK5 inh 0, Runt-SMMHC FRET 3, Runt-CBFb FRET -2, Hck Nef HTS -1 and FXIIa inh 5.
For O=C1C2C3C=CC(C3)C2C(=O)N1CNc1ccccn1 (stereo not given) the results were FXIa inh 1536 16, Wee1 stabilizer 0, 14-3-3 Bad inh 6, Thrombin inh -2, hK5 inh -1, Runt-SMMHC FRET -1, Runt-CBFb FRET 2, Hck Nef HTS -18 and FXIIa inh 24.
For Cc1ccc2c(c1)[nH]c1c(=O)n(Cc3ccco3)cnc12 the results were FXIa inh 1536 -4, Wee1 stabilizer -4, 14-3-3 Bad inh -3, Thrombin inh -5, hK5 inh -2, Runt-SMMHC FRET 0, Runt-CBFb FRET 6, Hck Nef HTS 18 and FXIIa inh 2.
CCOc1ccccc1NC(=O)C(OC(=O)c1ccccc1NS(=O)(=O)c1cccs1)c1ccccc1 (stereo not given) was read as FXIa inh 1536 5, Wee1 stabilizer 0, 14-3-3 Bad inh -22, Thrombin inh -5, hK5 inh -13, Runt-SMMHC FRET 4, Runt-CBFb FRET 2, Hck Nef HTS 2 and FXIIa inh 14.
Screening Cc1ccc(NC(=O)OCC(F)(F)C(F)F)cc1NC(=O)OCC(F)(F)C(F)F returned FXIa inh 1536 8, Wee1 stabilizer -3, 14-3-3 Bad inh -4, Thrombin inh 5, hK5 inh -5, Runt-SMMHC FRET -3, Runt-CBFb FRET -3, Hck Nef HTS 0 and FXIIa inh 25.
Clc1ccccc1N1CCN(c2ncnc3nc[nH]c23)CC1 was read as FXIa inh 1536 -6, Wee1 stabilizer -4, 14-3-3 Bad inh 2, Thrombin inh -9, hK5 inh -4, Runt-SMMHC FRET 1, Runt-CBFb FRET 0, Hck Nef HTS 1 and FXIIa inh 7.

For convenience, 4 of the compounds above:
For Cc1ccc2c(c1)[nH]c1c(=O)n(Cc3ccco3)cnc12 the results were FXIa inh 1536 -4, Wee1 stabilizer -4, 14-3-3 Bad inh -3, Thrombin inh -5, hK5 inh -2, Runt-SMMHC FRET 0, Runt-CBFb FRET 6, Hck Nef HTS 18 and FXIIa inh 2.
CCOc1ccccc1NC(=O)C(OC(=O)c1ccccc1NS(=O)(=O)c1cccs1)c1ccccc1 (stereo not given) was read as FXIa inh 1536 5, Wee1 stabilizer 0, 14-3-3 Bad inh -22, Thrombin inh -5, hK5 inh -13, Runt-SMMHC FRET 4, Runt-CBFb FRET 2, Hck Nef HTS 2 and FXIIa inh 14.
Screening Cc1ccc(NC(=O)OCC(F)(F)C(F)F)cc1NC(=O)OCC(F)(F)C(F)F returned FXIa inh 1536 8, Wee1 stabilizer -3, 14-3-3 Bad inh -4, Thrombin inh 5, hK5 inh -5, Runt-SMMHC FRET -3, Runt-CBFb FRET -3, Hck Nef HTS 0 and FXIIa inh 25.
Clc1ccccc1N1CCN(c2ncnc3nc[nH]c23)CC1 was read as FXIa inh 1536 -6, Wee1 stabilizer -4, 14-3-3 Bad inh 2, Thrombin inh -9, hK5 inh -4, Runt-SMMHC FRET 1, Runt-CBFb FRET 0, Hck Nef HTS 1 and FXIIa inh 7.
